Assay outcomes deposited in PubChem by National Center for Advancing Translational Sciences (NCATS).
uPA generation: qHTS for Inhibitors of Cell Surface uPA Generation. cell surface uPA generation assay, qHTS. Potency, µM (top dose mostly 38.3 µM), for the others: at the highest dose activity change, negative = inhibition, most hits filed as inhibitors. 330,000 compounds, 0.31% hits. AID 540303, 2011; active = well fitted inhibition curve with a large enough effect; inconclusive = small, poorly fitted or top-dose-only effect; inactive = no such curve, though single readings can be large or run the other way; tested in mouse RAW 264.7 cells; also: potency is read from the fitted curve at half-maximal effect; nearly all actives have a fitted effect of over 55% in size
GALK inhibitor: qHTS Assay for Inhibitors of Human Galactokinase (GALK); P51570; Purified GALK, Kinase-Glo residual ATP luminescence; 270,000 compounds, 0.007% hits; Potency, µM (titrated, usually from 57.5 µM), without a hit: top-dose activity change, negative = inhibition, most hits filed as inhibitors; also: potency is read from the fitted curve at half-maximal effect
Target sequence (P51570 whole entry, looked up): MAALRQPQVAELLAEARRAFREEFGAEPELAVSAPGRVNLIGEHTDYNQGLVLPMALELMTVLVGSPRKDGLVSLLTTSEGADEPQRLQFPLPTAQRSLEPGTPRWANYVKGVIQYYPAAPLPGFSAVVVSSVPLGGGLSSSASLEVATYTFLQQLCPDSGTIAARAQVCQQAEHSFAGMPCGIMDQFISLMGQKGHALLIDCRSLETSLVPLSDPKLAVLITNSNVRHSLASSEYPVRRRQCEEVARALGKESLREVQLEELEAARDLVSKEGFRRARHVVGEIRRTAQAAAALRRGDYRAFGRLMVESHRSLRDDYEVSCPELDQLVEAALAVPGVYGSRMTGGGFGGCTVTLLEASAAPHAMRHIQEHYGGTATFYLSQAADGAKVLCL
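Luminescence from leftover ATP (Ultra-Glo luciferase/luciferin) served as read-out after a 1 h room-temperature reaction of 5 nM GALK with 35 uM ATP and 100 uM galactose.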
USP2a block: qHTS Assay for Inhibitors of Ubiquitin-specific Protease USP2a Using CHOP2 as the Reporter; Potency, µM (doses to about 38.3 µM), without a hit: top-dose activity change, negative = inhibition, actives largely listed as inhibitors; USP2 core, Ub-CHOP2 coupled fluorogenic reporter, 485/531; Ubiquitin carboxyl-terminal hydrolase 2 (Homo sapiens), O75604; 330,000 compounds, 0.01% hits; AID 463254, 2010;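 also: potency is read from the fitted curve at half-maximal effect; plate controls were DMSO wells for no effect and full inhibition by NEM control for full effect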
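USP2 core (10nM final) preincubated 30min RT with compound in 20mM Tris-HCl pH 8.0, 2mM CaCl2, 2mM beta-mercaptoethanol, 0.05% CHAPS; 25nM Ub-CHOP2 plus 25nM reporter substrate added, fluorescence (Ex485/Em531) read after 60min.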
KCNH2 3.1 block: qHTS for Inhibitors of KCHN2 3.1: Mutant qHTS; activity change, % (tested at about 1.8 µM); Potassium voltage-gated channel subfamily H member 2, brain isoform KCNH2 3.1 (human); 340,000 compounds, 0.95% hits; AID 720553, 2013; U2OS KCNH2 3.1, thallium flux FluxOr; hits give low values;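 active = maximum activity change below -70%; inconclusive = maximum activity change from -70% to -50%; inactive = maximum activity change above -50%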;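 also: thallium influx rate constant from kinetic fluorescence after stimulation buffer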
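Thallium flux read-out: FluxOr dye with Red40 quencher in HBSS/HEPES, 45 min at RT. Rate constants from kinetic reads were normalized to positive and negative DMSO controls. Cells: U2OS virally expressing the 3.1 isoform.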
BCR signal inh: qHTS Assay to Find Inhibitors of Chronic Active B-Cell Receptor Signaling; ABC-DLBCL IkBa-CBG/CBR reporter, luminescence ratio, 4 h; AID 493014, 2011; 340,000 compounds, 0.05% hits; Potency, µM (doses to about 46.1 µM), for the others: at the highest dose ratio change, negative = lower green/red ratio, usual class: inhibitors; active = well fitted inhibition curve with a large enough effect in the signal ratio, with a control signal flat, not every such curve was filed as active; inconclusive = small, poorly fitted or top-dose-only effect, or effect the other way, or a change in a side signal; the % refers to the signal ratio;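 also: potency is read from the fitted curve at half-maximal effect; plate controls were basal doxycycline-induced cells for no effect and cells given 10 µM MG132 for full effect; MG132 reads +100%, hits lower the ratio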
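Compounds up to 46 uM were incubated four hours with TMD8 cells whose green CBG68 luciferase is fused to IkappaBalpha; red CBR luminescence normalised the signal, and concentration-effect curves were fitted to fusion, red and ratio data.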
KCNH2 WT inh: qHTS for Inhibitors of KCHN2 3.1: Wildtype qHTS; U2OS, BacMam KCNH2, thallium flux FluxOr; hits give low values; activity change, % at 1.84 µM; 340,000 compounds, 0.37% hits; AID 720551, 2013;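 active = maximum activity change below -70%; inconclusive = maximum activity change between -70% and -50%; inactive = maximum activity change above -50%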
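U2OS cells were transduced with wild-type KCNH2 virus (2.03 x 10^8 / mL) for 4 h at room temperature, then cultured overnight at 37 C. Thallium flux was read with FluxOr dye. Rate constants were normalized to DMSO controls.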
B2AR arrestin: qHTS assay of beta-arrestin-biased ligands of beta2-adrenergic receptor | Beta-2 adrenergic receptor (Homo sapiens), P07550 | AID 492947, 2010 | Potency, µM (highest dose often 46.1 µM), for inactives: top-dose activation, most hits filed as activators | 330,000 compounds, 0.02% hits | beta-arrestin recruitment to beta2AR, cell-based reporter;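 also: potency is read from the fitted curve at half-maximal effect; 0% = DMSO controls and full agonism = EC100 isoproterenol or metaproterenol; nearly all actives have a fitted effect of over 65% in size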
Giardia killer: Small Molecules that selectively kill Giardia lamblia: qHTS; AID 540267, 2011; Giardia lamblia trophozoite viability; 340,000 compounds, 0.15% hits; activity change, % at 7.66 µM, hits read low; in the data active = activity change below about -80%; inconclusive = between about -30% and that limit;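 also: parasites exposed to compound for two days anaerobically before the ATP read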
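Giardia trophozoites, 100 cells per well, were exposed to compounds for 48 hrs at 37 deg C under anaerobic conditions; viability was then read as ATP content by bioluminescence after 15-30 min at room temperature.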
FBPA coupling cs: qHTS Assay for Inhibitors of Fructose-1,6-bisphosphate Aldolase from Giardia Lamblia: Coupling assay counterscreen | coupling enzyme system counterscreen, AmpLite Red fluorescence | activity change, negative = inhibition, % at 58.2 µM, hits read low | 290,000 compounds, 0.67% hits | AID 2472, 2010; in the data active = activity change below about -30%
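Activity here indicates interference with the coupling reaction, not aldolase inhibition. Compounds at 57.5 uM final met coupling enzymes for 10 min at RT; substrate and AmpLite Red detection followed, with a 525/598 nm fluorescence read after 20 min.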
PKM2 act: qHTS Assay for Activators of Human Muscle isoform 2 Pyruvate Kinase | Potency, µM (highest dose often 57.5 µM), inactives show at the top dose activation, hits mostly activators | purified PKM2, Kinase-Glo ATP luminescence, activation; response scale: 0% is enzyme alone, no compound | Pyruvate kinase PKM (Homo sapiens), P14618 | 260,000 compounds, 0.34% hits; also: potency is read from the fitted curve at half-maximal effect; nearly all actives have a fitted effect of over 55% in size
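Kinase-Glo luminescence reports ATP generated from ADP (0.1 mM) and PEP (0.5 mM) by purified hPK-M2 after 1 h at room temperature, pH 7.2 imidazole buffer; intermediate enzyme activity allows detecting inhibitors and activators.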
Eya2 phos inh: qHTS Assay for Inhibitors of the Phosphatase Activity of Eya2. Potency, µM (doses to about 76.9 µM), for inactives: top-dose activity, negative = inhibition, usual class: inhibitors. 330,000 compounds, 0.006% hits. AID 488837, 2010. recombinant Eya2, OMFP fluorescence dephosphorylation (OMFP is methylfluorescein phosphate). Protein phosphatase EYA2 (Homo sapiens), O00167; also: potency is read from the fitted curve at half-maximal effect
Target sequence (O00167 whole entry, looked up): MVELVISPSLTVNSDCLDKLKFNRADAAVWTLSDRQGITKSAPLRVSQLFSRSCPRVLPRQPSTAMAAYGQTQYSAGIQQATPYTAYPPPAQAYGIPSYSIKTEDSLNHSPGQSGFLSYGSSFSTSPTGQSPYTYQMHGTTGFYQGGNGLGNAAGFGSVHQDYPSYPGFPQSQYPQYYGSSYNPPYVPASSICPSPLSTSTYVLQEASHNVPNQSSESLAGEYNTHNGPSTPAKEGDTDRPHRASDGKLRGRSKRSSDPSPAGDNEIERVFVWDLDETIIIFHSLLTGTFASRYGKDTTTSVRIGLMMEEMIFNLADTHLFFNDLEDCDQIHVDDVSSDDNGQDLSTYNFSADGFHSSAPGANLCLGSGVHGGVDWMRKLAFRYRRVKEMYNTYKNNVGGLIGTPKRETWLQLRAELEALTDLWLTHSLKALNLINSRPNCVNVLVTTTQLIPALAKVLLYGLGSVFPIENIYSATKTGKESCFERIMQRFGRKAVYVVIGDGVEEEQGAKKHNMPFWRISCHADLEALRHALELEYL
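Eya2 protein (added as 0.2 uM solution) was preincubated with compound for 10 min at ambient temperature in 50 mM HEPES pH 7.5, 50 mM NaCl, 5 uM MgCl2, 0.05% BSA, 1 mM DTT. OMFP (added at 50 uM) then reacted 10 min; fluorescence read at 485/525 nm.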
Starred values were filed as active, the others as inactive; u = inconclusive; x = not tested or not shown; [ ] = dose if it differs, or a comment. Unless noted, calls follow the shape of the dose curve; as a rule, active = well fitted curve in the direction sought with a large enough effect; inconclusive = small, poorly fitted or top-dose-only effect, or another doubt; inactive = no such curve, though single readings can be large; an effect the other way counts as inactive or inconclusive. Unless noted, % is scaled to controls: 0 for no effect and ±100 for the full control effect.

SMILES	uPA generation	GALK inhibitor	USP2a block	KCNH2 3.1 block	BCR signal inh	KCNH2 WT inh	B2AR arrestin	Giardia killer	FBPA coupling cs	PKM2 act	Eya2 phos inh
Cc1cc(C(=O)COC(=O)CN(C)S(=O)(=O)c2ccc(Cl)cc2)c(C)n1CC1CCCO1 (stereo not given)	0.0%	1.7%	4.9%	34.9	-1.2%	5.4	-0.3%	2.3	-1.5	-6.2%	-11.4%
Cc1ccc(NC(=O)Cn2ncc(Cl)c(Cl)c2=O)cc1S(=O)(=O)N1CCCCC1	u	x	-3.0%	-2.1	u	-2.0	-0.4%	6.5	x	x	2.3%
Cc1cc(=O)oc2c(C)c(OCC(=O)N(C)C)ccc12	5.2%	-3.1%	2.0%	2.6	-10.7%	-8.3	0.1%	-0.9	0.6	-8.9%	-11.2%
CCCCOc1ccc(S(=O)(=O)NC(=O)NCc2ccc(OCCC)cc2)cc1	0.8%	-2.8%	-3.4%	6.1	-7.3%	4.2	-0.7%	8.4	12.1	1.6%	-1.5%
CCOC(=O)C(NC(=O)c1cccc(Cl)c1)(Nc1nnc(C)s1)C(F)(F)F (stereo not given)	-1.8%	x	1.2%	3.1	-0.1%	9.8	-0.2%	-10.5	2.3	2.3%	-9.7%
CCC(CC)NC(=O)COC(=O)c1cc(SC)ccc1Cl	4.0%	4.5%	-2.2%	8.0	-3.2%	-0.1	-0.4%	-16.1	0.6	-1.2%	-6.7%
Cc1ccc(/C=N\NC(=O)CCc2n[nH]c(=O)[nH]c2=O)o1	12.7%	3.5%	3.2%	-8.0	10.1%	x	-0.3%	22.3	1.9	-1.1%	-16.6%
Cc1nc2ccccn2c1-c1csc(Nc2cccc(C(=O)O)c2)n1	-1.2%	-1.8%	-9.0%	-44.4	0.0%	-5.2	-0.8%	-0.6	-3.6	x	-6.5%
COc1cccc(OC)c1C(=O)NC(=S)NCc1ccco1	6.1%	2.8%	3.4%	22.0	2.2%	-0.9	-0.1%	0.2	-1.4	-18.5%	-13.7%
COc1ccccc1NC(=O)C(=O)NNC(=O)c1ccco1	-5.7%	2.2%	2.6%	8.5	u	-2.9	-0.2%	-3.2	2.7	2.3%	-2.8%
Cc1ccc(-c2nnc(N3CCN(S(C)(=O)=O)CC3)c3ccccc23)cc1	2.6%	-2.9%	0.6%	4.9	1.2%	0.1	0.5%	4.5	0.4	-17.6%	-5.9%
COc1ccc(C(=O)N=C2SC3CS(=O)(=O)CC3N2c2ccc(C(C)=O)cc2)cc1 (stereo not given)	-1.3%	2.6%	3.0%	-12.9	4.9%	1.0	-0.1%	1.5	-2.1	x	1.9%
CC(C)OCCCNC(=O)c1sc(=S)n(C)c1N	1.4%	1.7%	1.0%	-0.2	u	-0.8	-0.8%	12.9	-0.1	-0.5%	-11.4%
CC[C@@H](C)[C@H](NC(=O)Cc1c(C)c2cc3c(C)c(C)oc3c(C)c2oc1=O)C(=O)O	-5.8%	7.9%	0.7%	6.3	-0.9%	-0.8	-0.1%	-19.1	-0.1	x	10.8%
O=C(OC1CCOC1=O)c1cc(Cl)ccc1[N+](=O)[O-] (stereo not given)	1.8%	-1.7%	0.1%	1.8	1.0%	-1.9	-0.1%	1.2	0.2	x	x
O=C(Nc1cnc2ccccc2c1)c1ccco1	-0.9%	3.6%	0.0%	6.6	u	-0.3	-0.3%	-22.7	1.6	-13.9%	1.1%
COc1ccccc1N=C1SCC(=O)N1Cc1ccco1	3.4%	3.9%	0.3%	-1.4	u	0.6	-0.4%	-13.4	1.0	3.8%	-4.1%
COc1ccc(S(C)(=O)=O)cc1S(C)(=O)=O	x	0.0%	-0.7%	-7.0	0.1%	-7.4	-0.4%	-2.2	1.8	-3.3%	2.7%
OC(CN1CCN(c2ccccc2)CC1)c1ccc2c(c1)CCN2 (stereo not given)	5.6%	0.0%	0.9%	-1.0	6.3%	-11.7	0.3%	u	-0.8	12.0%	-16.7%
COCCN(C(=O)CSc1nnc(-c2ccco2)n1C)c1c(N)n(CC(C)C)c(=O)[nH]c1=O	2.4%	x	-4.5%	0.7	-0.8%	5.1	-0.9%	-2.7	x	x	12.9%
O=C1CCN(Cc2ccccc2)CCN1[C@H](COc1ccccc1)c1ccccc1	4.0%	x	-2.5%	-24.6	10.0%	-8.1	-0.1%	u	0.3	6.2%	-4.2%
CCN(CC(=O)Nc1c(F)cccc1F)C(=O)CNC(=O)c1ccc2c(c1)OCO2	-0.3%	-3.0%	-1.1%	2.4	-8.0%	4.9	-0.7%	17.2	x	-6.0%	3.3%
Cc1csc2nc(O)c(C(=O)NCC3CCCO3)c(=O)n12 (stereo not given)	-5.0%	x	-0.6%	-4.6	3.3%	1.6	-0.6%	-18.9	x	x	-5.9%
CC(C)(C)Nc1nc(Cl)nc(NC(C)(C)C)n1	-8.3%	-0.7%	8.6%	-0.7	0.3%	-9.8	-1.0%	-8.9	2.0	3.5%	-0.8%
CC(OC(=O)c1ccc2c(c1)C(=O)N(Cc1ccncc1)C2=O)C(=O)Nc1cccc(Cl)c1Cl (stereo not given)	-3.2%	-3.5%	0.2%	-6.9	u	1.2	0.3%	-4.7	2.5	3.0%	1.8%
Cc1ccccc1/C=N/Nc1ccnc2cc(Cl)ccc12	-11.4%	-0.1%	-22.6%	-24.5	-1.0%	14.1	1.1%	u	4.2	-4.7%	-7.6%
CC(=O)c1cc(C#N)c(NCCCN(C)C)nc1C	-4.1%	-2.3%	3.6%	-3.0	-0.2%	-2.9	-0.9%	-18.8	0.5	-4.5%	2.8%
COC(=O)C1CCN(C(=O)/C=C/c2ccccc2)CC1	-4.5%	x	1.8%	-0.5	u	-4.9	-0.8%	8.2	1.0	-5.3%	2.1%
N#Cc1ccc(C(=O)Nc2ccn(-c3ccccc3)n2)cc1	4.6%	0.6%	2.2%	x	2.9%	14.4	0.0%	8.3	0.9	-0.9%	-7.7%
CC1CCCC(NC(=O)COC(=O)Cc2c[nH]c3ccccc23)C1C (stereo not given)	3.6%	-8.3%	2.3%	-3.6	-0.3%	-12.6	0.2%	-17.0	4.0	2.2%	-10.9%
CC(=O)N1CCC(N(C(=O)Nc2ccc(C)c(C)c2)C2CCCC2)CC1	6.8%	1.3%	1.8%	5.1	5.9%	3.1	0.3%	-11.6	0.1	3.4%	-0.9%
O=C(Nc1ccccc1C(=O)O)c1ccc(CN2C(=O)c3ccccc3C2=O)cc1	-2.0%	-7.0%	-1.4%	-35.9	2.7%	-10.8	-0.1%	-4.0	21.7	-2.1%[11.5 µM]	-5.1%
COc1ccc(NC(=O)CSc2nnc(CNc3ccc(C)cc3)n2C)cc1	-2.3%	3.6%	2.8%	1.4	0.1%	-1.4	-0.8%	10.4	0.9	0.8%	6.2%
Cc1ccc(NC(=O)CSc2nc3nn(-c4ccccc4)c(=O)c-3c3n2CCCCC3)cc1F	3.4%	x	2.5%	-12.1	u	-3.7	0.3%	-1.8	x	x	-0.5%
O=C(CSc1nc(-c2ccc(Cl)cc2)[nH]c(=O)n1)Nc1cccc(Cl)c1	0.0%	-7.5%	-6.0%	3.0	-13.4%	-12.1	-1.0%	-2.7	18.5	-2.2%	-0.6%
CC(=O)Nc1c2c(nn1-c1ccccc1C)CSC2	0.0%	-1.9%	1.0%	-8.7	-4.9%	2.4	-0.5%	0.0	-2.3	-0.1%	7.1%
COc1ccc(NC(=O)C2CC(=O)N(c3ccccc3C)C2)c(OC)c1 (stereo not given)	6.7%	-0.2%	2.0%	-2.0	2.1%	16.5	-0.7%	-8.2	0.0	x	2.2%
Cn1ncc(Cl)c1C(=O)NC(=S)Nc1sc2c(c1C#N)CCCCC2	1.1%	-3.6%	-1.3%	-9.7	-5.6%	-0.7	-0.9%	0.6	5.0	-0.8%	u
CCn1cc(S(=O)(=O)c2ccc(OC)cc2)c(=O)c2cc(OC)ccc21	2.3%	-3.1%	-0.3%	20.7	0.7%	-2.6	0.0%	5.5	3.7	x	u
O=C(O)c1ccccc1C(=O)N1CCN(C(=O)c2ccccc2Cl)CC1	0.1%	0.3%	-3.5%	-14.7	-1.1%	-4.8	-0.1%	-11.2	2.5	6.2%	-0.2%
